HEK293 cAMP cs = parental HEK293 cAMP activation (counter-screen); parental HEK293 CNG cAMP sensor, membrane potential fluorescence; Potency, µM (top dose mostly 57.1 µM), inactives show at the highest dose activation, usual class: activators; 73,000 tested, 2.5% active; note: potency is the fitted concentration of half-maximal effect; % of control where 0% means no effect; nearly all actives have a fitted effect of over 55% in size
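Parental HEK 293 cells stably expressing a modified CNG channel (no TSHR) report cAMP rise as membrane depolarization. Membrane potential dye with 100 uM RO 20-1724 was loaded for 60 min at room temperature, then compound added for 30 min; fluorescence read at 590 nm.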
Rhodamine fluor = compound fluoresces in the rhodamine spectral region; 59,000 tested, 0.05% active; AID 594; max dye-equivalent concentration, M; Rhodamine-region fluorescence, 547/598 nm, Tris buffer; active compounds read high; in the data active = max dye-equivalent concentration above about 11 nM; inconclusive = between about 1.1 nM and that limit
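Intrinsic compound fluorescence, ex 547 / em 598 nm, CCD imager. Tris 100 mM pH 8.0; 15 min RT. Output = rhodamine dye-equivalent concentration at each compound concentration.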
15-hLO inh = blocks human 15-lipoxygenase activity; 74,000 tested, 1.4% active; purified 15hLO-1, xylenol orange hydroperoxide absorbance; AID 887; P16050; Potency, µM (top dose mostly 57.1 µM), without a hit: top-dose activity change, negative = inhibition, hits mostly inhibitors; note: potency is the fitted concentration of half-maximal effect; % is set by controls: 0 for no effect and ±100 for the full control effect; nearly all actives have a fitted effect of over 55% in size
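Quantitative HTS in 25 mM Hepes pH 7.5 containing 0.01% Triton X-100: human 15hLO-1 at 40 nM, arachidonic acid at 50 uM, 6 min turnover. Product quantified via ferrous oxidation/xylenol orange, 573:405 nm absorbance ratio.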
DNA Pol III inh = DNA polymerase III holoenzyme inhibition; reconstituted DNA polymerase III holoenzyme replication, biochemical; Potency, µM (series often up to 57.1 µM), for inactives: at the top dose activity change, negative = inhibition; 71,000 tested, 0.25% active; note: potency is the fitted concentration of half-maximal effect; % is set by controls: 0 for no effect and ±100 for the full control effect
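Reconstituted *E. coli* holoenzyme (0.35 nM Pol III, 1 nM beta, 154 nM SSB, 2 nM primase) was preincubated with compound for 15 min at RT. Synthesis on 1.4 nM ssM13Gori ran 35 min, then was stopped with PicoGreen/EDTA and read as dsDNA fluorescence.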
Tau fil binding = tau filament binding; recombinant tau filaments, thioflavin S fluorescence, 15 h; filaments grown with octadecylsulfate alongside compound; 71,000 tested, 2% active; P10636; AID 596; Potency, µM (titrated, usually from 57.1 µM), inactives show at the top dose activity change, negative = inhibition;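 note: potency is the fitted concentration of half-maximal effect; % is set by controls: 0 for no effect and ±100 for the full control effect; actives lower thioflavin S fluorescence by blocking filaments or displacing dye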
Target sequence (P10636 whole entry, looked up): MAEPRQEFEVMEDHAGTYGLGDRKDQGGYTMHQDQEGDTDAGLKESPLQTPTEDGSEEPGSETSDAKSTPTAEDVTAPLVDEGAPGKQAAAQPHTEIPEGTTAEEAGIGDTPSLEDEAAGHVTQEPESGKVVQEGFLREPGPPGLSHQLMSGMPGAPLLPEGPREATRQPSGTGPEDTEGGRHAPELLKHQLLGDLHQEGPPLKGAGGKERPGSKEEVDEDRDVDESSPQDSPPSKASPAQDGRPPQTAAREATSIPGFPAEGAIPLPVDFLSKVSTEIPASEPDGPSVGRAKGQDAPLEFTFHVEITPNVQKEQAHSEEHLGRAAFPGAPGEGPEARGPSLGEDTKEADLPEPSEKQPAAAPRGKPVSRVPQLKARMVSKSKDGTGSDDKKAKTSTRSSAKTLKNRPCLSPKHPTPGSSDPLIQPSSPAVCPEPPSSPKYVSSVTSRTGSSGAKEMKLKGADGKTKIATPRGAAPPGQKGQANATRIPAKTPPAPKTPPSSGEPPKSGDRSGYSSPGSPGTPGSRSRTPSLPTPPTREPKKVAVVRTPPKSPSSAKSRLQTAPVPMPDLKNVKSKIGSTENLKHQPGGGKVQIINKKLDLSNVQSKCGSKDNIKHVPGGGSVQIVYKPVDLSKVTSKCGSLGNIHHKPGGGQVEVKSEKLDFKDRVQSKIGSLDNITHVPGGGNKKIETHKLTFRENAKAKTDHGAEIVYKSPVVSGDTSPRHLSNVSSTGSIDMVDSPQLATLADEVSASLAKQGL
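Quantitative HTS: thioflavine S signal from ODS-induced tau filaments, excited at 450 nm, emission 510 nm. Conditions: 1 uM tau, 30 uM ODS, 15 h at 37 C, pH 7.4.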
BRCT PPI green = BRCA1 BRCT-phosphoprotein interaction inhibition; Potency, µM (highest dose often 76.9 µM), without a hit: at the highest dose activity change, negative = inhibition, usual class: inhibitors; AID 875; 75,000 tested, 0.05% active; BRCA1 BRCT-phosphopeptide binding, green fluorescence polarization;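 note: potency is the fitted concentration of half-maximal effect; plate controls were peptide without protein for full effect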
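Fluorescence polarization: His-tagged BRCT (~35 kDa BRCA1 C-terminus, 250 nM) bound to 100 nM fluorescein-labeled phosphorylated 10-aa BACH1 peptide, pH 7.3 phosphate buffer with DTT and Tween 20. Compounds incubated 12 min at room temperature; inhibition read as lowered polarization.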
Casp7 inh = allosteric or competitive inhibitors of human caspase-7. AID 889. recombinant caspase-7, Ac-DEVD-AFC fluorescence rate. P55210. Potency, µM (doses to about 57.5 µM), inactives show at the top dose activity change, negative = inhibition, actives largely listed as inhibitors. 75,000 tested, 0.02% active; active = well fitted inhibition curve with a large enough effect in the main read-out, with a control signal flat, not every such curve was filed as active; inconclusive = small, poorly fitted or top-dose-only effect, or a change in a side signal; note: potency is the fitted concentration of half-maximal effect; % of control where 0% means no effect
Target sequence (P55210 24-198 limits assumed): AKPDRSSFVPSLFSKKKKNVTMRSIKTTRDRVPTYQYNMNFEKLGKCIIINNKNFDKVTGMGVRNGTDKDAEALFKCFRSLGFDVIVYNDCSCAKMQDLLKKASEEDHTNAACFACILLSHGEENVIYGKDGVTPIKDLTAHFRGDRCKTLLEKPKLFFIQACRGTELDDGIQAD
Target sequence (P55210 207-303 limits assumed): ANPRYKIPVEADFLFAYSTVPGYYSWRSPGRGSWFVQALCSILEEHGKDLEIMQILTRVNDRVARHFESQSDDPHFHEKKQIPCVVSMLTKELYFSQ
Caspase-1 inhib = blocks human caspase-1 allosterically or competitively | 75,000 tested, 0.03% active | P29466 | Caspase-1 enzyme, Ac-WEHD-AFC fluorogenic rate | Potency, µM (top dose mostly 57.5 µM), without a hit: at the top dose activity change, negative = inhibition, actives largely listed as inhibitors;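 note: potency is the fitted concentration of half-maximal effect; plate controls were vehicle for no effect and no substrate for full effect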
HADH2 inh = inhibitors of human HADH2 dehydrogenase | AID 886 | recombinant HADH2, NADH fluorescence, beta-hydroxybutyryl-CoA | 73,000 tested, 3.4% active | Potency, µM (highest dose often 57.1 µM), for the others: at the top dose activity change, negative = inhibition, actives largely listed as inhibitors; note: potency is the fitted concentration of half-maximal effect; % is set by controls: 0 for no effect and ±100 for the full control effect; nearly all actives have a fitted effect of over 60% in size; many of its hits are not listed in these tables
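E. coli-expressed His-tagged HADH2 tested at 20 nM in alkaline Tris buffer (pH 9.0); oxidation of 90 uM beta-hydroxybutyryl-CoA with 1 mM NAD+ tracked fluorimetrically for 4 min.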
BRCT inh red = BRCT-phosphoprotein interaction inhibition (red fluorophore). P38398. BRCT-phosphopeptide binding, red fluorescence polarization. Potency, µM (doses to about 76.9 µM), for inactives: at the top dose activity change, negative = inhibition, most hits filed as inhibitors. 75,000 tested, 0.03% active. AID 892; note: % is set by controls: 0 for no effect and ±100 for the full control effect
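Fluorescence polarization: 100 nM His-tagged BRCA1 BRCT with 100 nM TAMRA-labelled phospho-BACH1 decapeptide, phosphate buffer pH 7.3 with 150 mM NaCl, DTT, 0.01% Tween 20; 12 min RT. Binding inhibition seen as FP decrease.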
USP2a inh = inhibitors of human ubiquitin-specific protease USP2a; O75604; USP2a enzymatic assay, qHTS inhibition; Potency, µM (doses to about 38.3 µM), inactives show top-dose activity change, negative = inhibition, actives largely listed as inhibitors; 60,000 tested, 0.1% active;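 note: potency is the fitted concentration of half-maximal effect; nearly all actives have a fitted effect of over 60% in size; plate controls were DMSO for no effect and NEM full inhibition control for full effect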
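USP2 core (20 nM final) was preincubated with compound for 30 min at RT in 20 mM Tris-HCl pH 8.0, 2 mM CaCl2, 2 mM beta-mercaptoethanol; Ub-PLA2 (20 nM) plus NBD C6-HPC (20 uM) then added, fluorescence read after 2.5 h.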
The depositor's hits bear a star; i = inactive; u = inconclusive; x = not tested or not shown; [ ] = remark or other dose. Unless noted, calls come from the whole dose curve; as a rule, active = well fitted curve in the direction sought with a large enough effect; inconclusive = small, poorly fitted or top-dose-only effect, or another doubt; inactive = no such curve, though single readings can be large; an effect the other way counts as inactive or inconclusive.

SMILES	HEK293 cAMP cs	Rhodamine fluor	15-hLO inh	DNA Pol III inh	Tau fil binding	BRCT PPI green	Casp7 inh	Caspase-1 inhib	HADH2 inh	BRCT inh red	USP2a inh
COC(=O)CN(c1ccc(F)cc1)S(=O)(=O)c1ccccc1	u	i	4%	-3%	-3%	0.3%	2%	-6%	10%	-0.7%	1%
CC(C)Nc1c(N)c(=O)oc2ccccc12	10%	i	-1%	-6%	-3%	0.6%	-2%	-3%	-4%	1.0%	-4%
CC1(C)CC(=O)N(CC(=O)N2CCN(c3ncccn3)CC2)c2ccccc2S1(=O)=O	-2%	x	10%	-3%	-4%	-0.9%	3%	1%	0%	0.9%	x
COc1ccc(N2C(=O)CC(NCc3cccc(F)c3)C2=O)cc1 (stereo not drawn)	10%	x	-1%	-7%	0%	-2.0%	-2%	-2%	3%	0.3%	2%
COc1cccc(NC2c3ccccc3C(=O)N2Cc2ccco2)c1 (stereo not drawn)	6%	x	-13%	4%	u	0.2%	-2%	-2%	u	0.0%	x
COc1ccc(-c2nnc(SCc3csc(N)n3)n2C)cc1	12%	i	-1%	-7%	-2%	1.1%	-1%	0%	0%	-1.4%	0%
CCOc1ccc(-c2cc3nc(C4CCN(C(=O)OC(C)(C)C)CC4)c(C(=O)O)cn3n2)cc1	-15%	i	-2%	1%	-7%	-1.1%	-4%	-6%	6%	-1.7%	42%[activator]
Cc1cc(C)cc(-c2nnc(SCC(=O)N3CCN(C(=O)c4ccco4)CC3)o2)c1	3%	i	4%	-10%	11%	0.5%	-3%	1%	16%	-1.8%	24%
Cc1cc(C)nc(NC(=O)C(C)N2C(=O)c3ccccc3C2=O)n1 (stereo not drawn)	-2%	i	2%	0%	0%	0.8%	2%	4%	-1%	0.2%	3%
CCn1c(=O)c(C(=O)NCc2cccnc2)c(O)c2ccccc21	24%	i	21%	-2%	-7%	1.7%	0%	0%	-4%	1.2%	x
CCOC(=O)c1cnc(SCC(=O)Nc2ccccc2N2CCOCC2)nc1N	3%	i	1%	4%	3%	-1.8%	-1%	1%	-12%	0.3%	0%
COc1ccccc1NC(=O)CN1CCN(c2ccccc2F)CC1	25%	i	-21%	-4%	-1%	-0.1%	1%	-1%	-9%	-2.0%	3%
O=C(c1ccccc1F)N1CCN(S(=O)(=O)c2ccc3c(c2)OCCO3)CC1	6%	x	-12%	6%	11%	0.0%	0%	1%	-3%	-1.5%	x
Cc1noc(C)c1C(=O)OCC(=O)c1c[nH]c2ccccc12	-16%	i	-15%	2%	-22%	0.0%	-2%	0%	-1%	0.6%	17%
COCc1nn2c(N)c(C#N)cnc2c1-c1ccccc1	0%	i	-8%	-6%	5%	-0.3%	1%	1%	-4%	0.2%	4%
O=C(Nc1cccnc1)c1ccc2c(c1)OCO2	4%	i	4%	-5%	0%	-3.0%	1%	-1%	-1%	-1.8%	8%
COc1ccc(N(CC(=O)N2c3ccccc3CC2C)S(=O)(=O)c2c(C)nn(C)c2C)cc1 (stereo not drawn)	0%	x	-6%	-1%	-2%	1.4%	-3%	-2%	2%	-0.2%	x
CC(C)CC(NC(=O)OC(C)(C)C)C(=O)NC(C(=O)N1CCCC1C(N)=O)C(C)C (stereo not drawn)	4%	i	13%	-7%	1%	-1.7%	-2%	1%	-8%	0.4%	2%
COc1ccc(CCNC(=O)CSc2nnc(CNC(=O)c3ccccc3F)o2)cc1OC	-12%	i	4%	0%	4%	-1.0%	-2%	2%	3%	-0.7%	-2%
CCOC(=O)N1CCN(C(=O)c2cnn3c(C)c(Cc4ccc(C)cc4)c(C)nc23)CC1	u	i	4%	-9%	-4%	-1.1%	-1%	0%	u	1.6%	27%
CCCCn1nc(C(=O)N2CCc3ccccc32)c2ccccc2c1=O	u	i	4%	6%	-1%	3.7%	-4%	-4%	u	0.0%	0%
O=C(CC1N=C2c3ccccc3N=C(SCc3ccccc3Cl)N2C1=O)NCc1ccco1 (stereo not drawn)	16µM*	i	u	2%	-15%	2.6%	-23%	-9%	u	2.2%	60%[activator]
COc1cccc(CN2CCN(C(=O)c3cccc4ccccc34)CC2)c1OC	24%	i	-11%	-1%	2%	-1.8%	-1%	1%	12%	-1.6%	5%
CC(=NCC1CCNCC1)C1=C(O)CC(C)(C)CC1=O	-6%	x	-1%	2%	3%	0.4%	2%	-2%	-2%	0.1%	-1%
CCOC(=O)C1=C(C)N(CCO)C(=O)NC1c1cccc(O)c1 (stereo not drawn)	15%	i	-25%	-5%	-3%	-0.9%	1%	-1%	-6%	-0.2%	-6%
COc1ccc2c(c1)CCc1c(C(=O)N3CCc4ccccc4C3)noc1-2	30%	i	u	-1%	-6%	0.9%	0%	-2%	-5%	-3.0%	-30%
CCS(=O)(=O)N1Cc2ccccc2CC1C(=O)Nc1nc2ccccc2[nH]1 (stereo not drawn)	11%	i	29%	10%	-9%	0.4%	-7%	-1%	-3%	0.4%	14%
COCc1cc(C)nc2sc3c(=O)n(Cc4ccco4)nnc3c12	8%	x	-8%	-4%	-21%	-3.2%	0%	-1%	-1%	0.9%	x
CCN1CCN(c2ncc3c(n2)CC(c2ccc(OC)c(OC)c2)CC3=O)CC1 (stereo not drawn)	13%	i	-2%	0%	4%	-0.6%	1%	-1%	-29%	1.2%	15%
CCOC(=O)NC(Nc1nc2ccccc2s1)(C(=O)OCC)C(F)(F)F (stereo not drawn)	0%	i	-9%	0%	-10%	-2.6%	0%	2%	9%	1.2%	6%
CC(C)CN1C(=O)c2ccc(C(=O)Nc3ccncc3)cc2C1=O	14%	i	-8%	-3%	-13%	-2.7%	1%	1%	1%	0.5%	16%
CCN(Cc1ccccc1)S(=O)(=O)c1ccc2oc(C(=O)O)c(C)c2c1	u	i	-2%	1%	2%	-1.6%	-4%	0%	-10%	-0.8%	-5%
O=C(NCc1ccco1)c1ccc2c(c1)C(=O)c1ccccc1-2	-8%	i	-5%	-8%	u	-1.0%	-2%	-3%	u	1.2%	-10%
CC(=O)c1ccccc1OCCn1nnc(-c2ccc(C)cc2)n1	16%	i	-9%	1%	0%	0.5%	-3%	-1%	5%	-0.7%	-2%
Clc1ccccc1CNc1ncnc2nc[nH]c12	6%	x	46%[activator]	-3%	1%	1.3%	-2%	-1%	-8%	0.0%	x
O=C(CCC1COc2ccccc2O1)Nc1ncccc1O (stereo not drawn)	4%	i	1%	3%	1%	2.0%	-1%	-1%	-5%	-1.9%	-9%
CCOC(=O)N1CC=C2C(C#N)=C(N)C(C#N)(C#N)[C@H](c3ccc(OCC)c(OCC)c3)[C@H]2C1	18%	i	-26%	-9%	13%	0.4%	-7%	-10%	-2%	-1.4%	9%
Cc1cc(C(=O)Nc2cccnc2)cs1	3%	i	17%	-3%	8%	-4.0%	0%	0%	1%	-0.5%	0%
Cn1c(SCC(=O)Nc2ccc3c(c2)OCO3)nnc1-c1cnccn1	2%	i	10%	0%	-11%	-2.3%	-2%	0%	-2%	0.7%	5%
CCOCC(=O)Nc1c(C(=O)OCC)oc2ccccc12	u	i	-3%	-4%	-7%	-2.2%	1%	3%	-1%	0.0%	-12%
CCc1ccccc1NC(=O)CN1C(=O)C2CCCN2c2ncc(Cl)cc21 (stereo not drawn)	u	x	-20%	x	x	0.6%	-4%	2%	25%	-1.3%	x

Fetched by structure from above:
SMILES	HEK293 cAMP cs	Rhodamine fluor	15-hLO inh	DNA Pol III inh	Tau fil binding	BRCT PPI green	Casp7 inh	Caspase-1 inhib	HADH2 inh	BRCT inh red	USP2a inh
CCN(Cc1ccccc1)S(=O)(=O)c1ccc2oc(C(=O)O)c(C)c2c1	u	i	-2%	1%	2%	-1.6%	-4%	0%	-10%	-0.8%	-5%
CCOCC(=O)Nc1c(C(=O)OCC)oc2ccccc12	u	i	-3%	-4%	-7%	-2.2%	1%	3%	-1%	0.0%	-12%

Grouped by structure, the entries above with a COOH group (2)
SMILES	HEK293 cAMP cs	Rhodamine fluor	15-hLO inh	DNA Pol III inh	Tau fil binding	BRCT PPI green	Casp7 inh	Caspase-1 inhib	HADH2 inh	BRCT inh red	USP2a inh
CCOc1ccc(-c2cc3nc(C4CCN(C(=O)OC(C)(C)C)CC4)c(C(=O)O)cn3n2)cc1	-15%	i	-2%	1%	-7%	-1.1%	-4%	-6%	6%	-1.7%	42%[activator]
CCN(Cc1ccccc1)S(=O)(=O)c1ccc2oc(C(=O)O)c(C)c2c1	u	i	-2%	1%	2%	-1.6%	-4%	0%	-10%	-0.8%	-5%

Compound activity: PubChem BioAssay, National Center for Advancing Translational Sciences (NCATS)

An excerpt; the hit share may differ from the screen's.
